CaV13 FRET inh: Primary screen for inhibitors of IQ motif and Ca2+-dependent inactivation inhibitor domain binding in CACNA1D, Förster resonance energy transfer in living cells, …; HEK cells, CFP/YFP FRET ICDI-IQ, plate reader, 10 min; percent FRET-ratio fall versus neutral wells; inhibition, % at 12.3 µM; AID 743397; hit rate 0.098% among 340,000;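 active = mean replicate inhibition of at least 30% and at least 1% of replicates passing that level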;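 note: 0% = median of the neutral control wells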
Shn3 inh set2: inhibitors of Schnurri-3 3'UTR reporter in osteoblasts; AID 588674; inhibition, % at 12.5 µM; hit rate 0.52% among 360,000; Clone20 osteoblast Shn3 3'UTR firefly luciferase, 24 h;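 active = mean inhibition of at least 75% with every replicate also reaching 75%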;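 note: 0% = median of neutral control wells and 100% = pilot-screen positive control compound; some compounds past the cut are filed as inactive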
KKLEB cytotox: reduces viability of KKLEB cystic fibrosis airway cells. activity change (cytotoxicity), % at 5 µM. hit rate 0.36% among 360,000. AID 602141. KKLEB CF airway cells viability, ATPlite luminescence, overnight; stronger effect = lower value; cells stimulated with P. aeruginosa culture filtrate;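 active = corrected activity change at or below -50% at 5 µM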
NR2E3 ag-1: activates human NR2E3 receptor; inhibition of corepressor binding, % at 3.98 µM; hit rate 0.35% among 360,000; AID 602229; Q9Y5X4; CHO-S Gal4-NCOR/VP16-NR2E3 two-hybrid, luciferase;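 active = inhibition above the mean of all tested compounds plus 3 SD, cut at about 70% in these data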;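 note: 0% = DMSO with NR2E3 transfected cells and 100% = cells lacking NR2E3 construct; higher means lower luciferase signal from less NR2E3 corepressor binding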
Target sequence (Q9Y5X4 whole entry, looked up, the tested form may be a part): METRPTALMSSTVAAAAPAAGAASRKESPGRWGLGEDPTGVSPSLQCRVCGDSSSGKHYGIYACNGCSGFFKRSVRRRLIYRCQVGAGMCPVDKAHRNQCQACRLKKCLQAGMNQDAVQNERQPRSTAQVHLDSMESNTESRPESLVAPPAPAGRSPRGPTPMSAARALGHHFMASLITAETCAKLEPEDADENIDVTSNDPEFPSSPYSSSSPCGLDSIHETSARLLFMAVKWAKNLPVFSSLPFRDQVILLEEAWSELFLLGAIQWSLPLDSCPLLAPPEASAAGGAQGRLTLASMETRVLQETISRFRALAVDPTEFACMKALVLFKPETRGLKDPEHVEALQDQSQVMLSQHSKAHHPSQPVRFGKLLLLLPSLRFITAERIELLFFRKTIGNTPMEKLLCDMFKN
CF NFkB inh: blocks PAF-induced NF-kB reporter in cystic fibrosis cells. KKLEB NF-kB-GFP reporter, GFP fluorescence overnight. inhibition, % at 5 µM. hit rate 0.86% among 360,000;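 active = at least 50% inhibition at 5 µM, scaled per plate between neutral and stimulator controls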;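 note: PAF is a Pseudomonas aeruginosa culture filtrate used as stimulus; plate controls were PAF-stimulated DMSO wells for no effect and unstimulated DMSO wells for full effect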
TRPM1 prom inh: reduces MITF-dependent TRPM1 promoter luciferase signal. SK-MEL-5 TRPM1 promoter luciferase, 24 h. inhibition, % at 12.5 µM. hit rate 0.83% among 330,000. AID 488899;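 active = mean inhibition across replicates of 60% or more, whatever share of single replicates reaches that level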; note: values of inactives mirror those of a sister screen read the other way
PDI turbidity: PDI (human) enzyme inhibition; PDI insulin aggregation turbidity, A650, 90 min; inhibition, % at 10 µM; P07237; hit rate 0.052% among 350,000;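 active = mean inhibition across replicates of 30% or more, whatever share of single replicates reach that level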;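 note: absorbance from insulin aggregation driven by PDI reduction with DTT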
Target sequence (P07237 whole entry, looked up): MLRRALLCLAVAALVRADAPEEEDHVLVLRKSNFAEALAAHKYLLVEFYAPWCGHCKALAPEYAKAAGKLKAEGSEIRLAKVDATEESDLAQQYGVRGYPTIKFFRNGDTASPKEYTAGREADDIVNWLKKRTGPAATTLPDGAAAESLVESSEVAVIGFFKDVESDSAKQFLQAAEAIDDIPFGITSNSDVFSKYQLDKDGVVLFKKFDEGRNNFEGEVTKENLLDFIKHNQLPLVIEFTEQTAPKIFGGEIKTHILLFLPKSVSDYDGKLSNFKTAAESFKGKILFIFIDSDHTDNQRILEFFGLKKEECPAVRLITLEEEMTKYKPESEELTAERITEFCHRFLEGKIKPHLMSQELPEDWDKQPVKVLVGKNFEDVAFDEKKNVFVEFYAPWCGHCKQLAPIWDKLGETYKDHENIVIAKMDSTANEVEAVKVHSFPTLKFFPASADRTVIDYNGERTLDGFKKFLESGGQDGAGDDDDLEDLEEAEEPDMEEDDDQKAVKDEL
HIF-2a inh: HIF-2a inhibition; inhibition, % at 18.8 µM; hit rate 0.72% among 360,000; AID 624352; 786-0 RCC cells HIF-2a reporter, luciferase luminescence, overnight;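 active = inhibition of the luminescence signal of 40% or more relative to plate controls, in a single-dose primary screen at 18.75 µM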
NR2E3 ag-2: NR2E3 (human) agonism; Q9Y5X4; GST-NR2E3/biotin-RetCOR TR-FRET, 1536-well; inhibition of corepressor binding, % at 4.78 µM; hit rate 0.12% among 320,000; AID 2300;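 active = percent inhibition above the cutoff of mean plus 3 SD of all tested compounds, set per screening campaign, cut at about 20% in these data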;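 note: 0% = DMSO wells and 100% = biotin wells as full block of FRET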
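Material: NR2E3–RetCOR corepressor complex / Amount: 1.35 nM GST-NR2E3 / Medium: Tris pH 7.5 / Compound: single nominal compound dose of 4.8 µM / Incubation: 5 h at 4 °C / Technique: TR-FRET, Eu(K)-anti-GST donor, streptavidin-D2 acceptor, ex 340, em 617/671 nm / Read-out basis: percent loss of FRET ratio relative to control wells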
Vif inh: blocks HIV Vif function; HEK293T cells, Vif self-association by quenched fluorescence, imaging, 24 h; inhibition, % at 7.49 µM; hit rate 0.35% among 340,000; AID 602346; in the data active = inhibition above about 50%, passing the limit was not always enough; note: some results filed as inactive read as strong as hits
Peg3 promoter: reduces Peg3 promoter-driven luciferase expression in HeLa; HeLa PEG-Prom luciferase reporter, luminescence, overnight; inhibition, % at 20 µM; hit rate 1.7% among 360,000;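 active = inhibition of at least 50% at 20 µM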
The depositor's hits bear a star; · = no result given.

SMILES	CaV13 FRET inh	Shn3 inh set2	KKLEB cytotox	NR2E3 ag-1	CF NFkB inh	TRPM1 prom inh	PDI turbidity	HIF-2a inh	NR2E3 ag-2	Vif inh	Peg3 promoter
CCC(C(=O)NCCc1c[nH]c2cc(OC)ccc12)c1ccccc1 (configuration not stated)	-16	-5	0	-2	12	9	9	8	1	-5	14
O=C(O)c1cn(C2CCCCC2)c2ccccc2c1=O	-4	9	12	14	-5	2	-6	18	0	1	14
CCCOc1ccccc1NC(=O)c1ccc(N)cc1	-3	-10	1	-37	10	-3	2	2	-5	7	-1
COc1ccc(Cl)cc1-c1cc(C(=O)Nc2ccc(C(C)(C)C)cc2)[nH]n1	-10	2	-2	17	-45	·	0	5	·	-2	-12
Cc1ccc(C2N3CC4([N+](=O)[O-])CN2CC([N+](=O)[O-])(C3)C4(C)C)cc1 (configuration not stated)	-19	16	15	-15	-10	-6	-3	-4	-2	16	-4
C[C@]12CCC[C@H](O1)[C@H]([C@@H](O)c1ccccc1)O2	·	-7	6	21	9	-7	-4	9	5	5	-2
COc1cc(Cl)ccc1NC(=S)N(CCN(C)C)C(C)c1ccncc1 (configuration not stated)	0	14	-3	8	16	12	8	17	-2	0	14
COC(=O)CSc1nc(-c2ccccc2)cc(-c2ccco2)c1C#N	-4	-9	-4	-23	12	9	-7	-74	1	-1	-57
O=c1cc(O)c(-c2ccccc2)c(Cl)[nH]1	-5	8	4	-9	2	9	2	10	2	·	-1
CCOC(=O)C1=C[C@@H](CC)N(S(=O)(=O)c2ccccc2)[C@H]1c1ccccc1	-3	4	4	2	-12	·	·	2	·	·	30
O=C(NCc1ccco1)c1ccc2c(=O)n(CCC3=CCCCC3)c(=O)[nH]c2c1	-5	9	-7	-18	5	-3	9	-8	1	-5	6
CCOC(=O)Nc1ccc2c(c1)N(C(=O)N1CCN(C)CC1)c1ccccc1CC2	5	2	-2	12	-2	-8	10	-17	1	-6	-12
O=C(NC1CCN(C(=O)Nc2ccc(F)cc2)CC1)c1ccccc1F	-3	0	0	-12	6	-19	4	17	2	·	9
CC(=O)Nc1cccc(/C(C)=N/Nc2nc3ccccc3s2)c1	-5	-12	-2	-166	-50	-53	0	-336	1	-18	-227
Cc1ccnc(NC(=O)CCC(=O)N(CC(=O)NCCc2ccccc2)Cc2ccco2)c1	-4	5	7	-14	7	-17	-2	5	·	-4	0
Cc1cc(NC(=O)Cn2nnc(-c3ccccc3NC(=O)c3ccccc3F)n2)no1	-3	8	-1	-33	-6	-13	-7	1	-3	6	-1
Cc1ccc(S(=O)(=O)NCCC(=O)NCCCSc2ccccc2)cc1	-5	5	-4	15	-2	-1	0	0	-2	-2	15
Cc1ccc(/C=N/NC(=O)C(NC(=O)c2ccccc2)c2n[nH]c(=O)c3ccccc23)cc1 (configuration not stated)	-5	-13	2	-26	-14	-15	-8	-103	4	2	-56
O=C(O)CCc1ccc(-c2ccc(Br)cc2)n1-c1cccc(O)c1	-21	-23	16	-4	-27	24	10	-63	3	-5	4
N#Cc1c(N)nc(N)nc1Nc1ccc(Br)cc1	-20	-118	14	-59	-7	-3	-12	-228	-3	-4	-162
Cc1cc(Oc2ccccc2)nc(OCC#N)n1	18	1	-8	21	-6	3	5	-2	-3	5	9
CCOC(=O)Nc1sc(NS(=O)(=O)c2ccccc2)nc1C	-3	-5	16	-4	0	5	-3	13	-1	10	12
COc1ccc(C(c2c(O)nc(SC)n(C)c2=O)c2c(O)nc(SC)n(C)c2=O)cc1O	-6	-3	1	1	7	2	18	21	-3	·	5
CCCCCn1c(N(C)Cc2ccccc2)nc2c1c(=O)[nH]c(=O)n2C	-6	-19	4	-27	25	8	4	17	2	-4	55*
O=[N+]([O-])c1cc(Br)c2nsnc2c1N1CCOCC1	-18	-7	11	-3	15	10	-5	19	1	0	18
COc1ccccc1C(=O)NCCC(=O)N1CCN(S(=O)(=O)c2cccc(Cl)c2)CC1	-5	4	7	-13	-1	2	-1	16	-1	19	9
Cc1ccc(-c2nc(NC(=O)c3nn(C)cc3[N+](=O)[O-])sc2C)cc1C	-9	93*	-38	28	23	79*	1	66*	0	·	109*
CCCCNc1nc2ccccc2n1CC(=O)N1CCc2ccccc2C1	-3	5	8	-24	1	11	2	13	-1	-6	10
O=C1c2ccccc2NC(c2ccccn2)N1c1ccc(Cl)cc1 (configuration not stated)	-5	-33	2	-84	5	-74	2	-182	3	3	-155
NS(=O)(=O)c1ccc(CCNCc2cc(Br)ccc2OCc2ccccc2F)cc1	-4	86*	-9	27	10	5	-1	-1	5	-5	13

15 structures already listed, ordered by heavy-atom count, smallest number first:
SMILES	CaV13 FRET inh	Shn3 inh set2	KKLEB cytotox	NR2E3 ag-1	CF NFkB inh	TRPM1 prom inh	PDI turbidity	HIF-2a inh	NR2E3 ag-2	Vif inh	Peg3 promoter
O=c1cc(O)c(-c2ccccc2)c(Cl)[nH]1	-5	8	4	-9	2	9	2	10	2	·	-1
C[C@]12CCC[C@H](O1)[C@H]([C@@H](O)c1ccccc1)O2	·	-7	6	21	9	-7	-4	9	5	5	-2
Cc1cc(Oc2ccccc2)nc(OCC#N)n1	18	1	-8	21	-6	3	5	-2	-3	5	9
O=[N+]([O-])c1cc(Br)c2nsnc2c1N1CCOCC1	-18	-7	11	-3	15	10	-5	19	1	0	18
CCCOc1ccccc1NC(=O)c1ccc(N)cc1	-3	-10	1	-37	10	-3	2	2	-5	7	-1
CC(=O)Nc1cccc(/C(C)=N/Nc2nc3ccccc3s2)c1	-5	-12	-2	-166	-50	-53	0	-336	1	-18	-227
O=C(O)CCc1ccc(-c2ccc(Br)cc2)n1-c1cccc(O)c1	-21	-23	16	-4	-27	24	10	-63	3	-5	4
CCC(C(=O)NCCc1c[nH]c2cc(OC)ccc12)c1ccccc1 (configuration not stated)	-16	-5	0	-2	12	9	9	8	1	-5	14
Cc1ccc(-c2nc(NC(=O)c3nn(C)cc3[N+](=O)[O-])sc2C)cc1C	-9	93*	-38	28	23	79*	1	66*	0	·	109*
CCCCNc1nc2ccccc2n1CC(=O)N1CCc2ccccc2C1	-3	5	8	-24	1	11	2	13	-1	-6	10
O=C(NCc1ccco1)c1ccc2c(=O)n(CCC3=CCCCC3)c(=O)[nH]c2c1	-5	9	-7	-18	5	-3	9	-8	1	-5	6
NS(=O)(=O)c1ccc(CCNCc2cc(Br)ccc2OCc2ccccc2F)cc1	-4	86*	-9	27	10	5	-1	-1	5	-5	13
Cc1cc(NC(=O)Cn2nnc(-c3ccccc3NC(=O)c3ccccc3F)n2)no1	-3	8	-1	-33	-6	-13	-7	1	-3	6	-1
COc1ccc(C(c2c(O)nc(SC)n(C)c2=O)c2c(O)nc(SC)n(C)c2=O)cc1O	-6	-3	1	1	7	2	18	21	-3	·	5
Cc1ccc(/C=N/NC(=O)C(NC(=O)c2ccccc2)c2n[nH]c(=O)c3ccccc23)cc1 (configuration not stated)	-5	-13	2	-26	-14	-15	-8	-103	4	2	-56

(continued)
SMILES	CaV13 FRET inh	Shn3 inh set2	KKLEB cytotox	NR2E3 ag-1	CF NFkB inh	TRPM1 prom inh	PDI turbidity	HIF-2a inh	NR2E3 ag-2	Vif inh	Peg3 promoter
CC(=O)CSc1ncnc2c1cnn2-c1ccccc1	-3	-69	-4	-123	15	-55	4	-223	2	-3	-245
CCCCNC(=S)NNC(=O)c1c(C)nc2ccccn12	-2	-7	5	-6	8	-1	-4	-1	1	0	8
CC(C)(C)NC(=O)CN(C(=O)CS(=O)CC(=O)Nc1ccc(F)cc1)c1ccc(Cl)cc1 (configuration not stated)	-4	-12	7	18	-2	3	10	-11	-4	6	12
CCCCn1c(N)c(N(CC(C)C)C(=O)c2c(CC)noc2C)c(=O)[nH]c1=O	-6	-15	-1	-3	-1	-1	1	14	1	9	4
CS(=O)(=O)Nc1ccc(C(=O)N2CCN(c3ccccc3F)CC2)cc1	-7	5	-2	7	5	11	9	2	0	-5	13
Cc1ccc(N=C2NC(=O)/C(=C/c3cccn3C)S2)cc1C	-5	-30	2	-59	-15	·	-5	-244	1	-12	-125
COc1cccc2sc(NNC(=O)c3nc4ccccc4s3)nc12	-8	13	-33	-32	38	13	-4	-54	4	6	31
CSc1nc(-c2ccc(F)cc2)cc(=O)[nH]1	-3	-8	-6	-28	-1	-13	-13	0	0	2	-10
CCOc1ccc(Cc2nnc(SCC(=O)Nc3ccccc3)n(N)c2=O)cc1	-2	-29	-4	-5	-4	-7	12	-54	-1	-5	-51
COC(c1ccccc1)c1nnc(CCC(=O)N2CCN(CCOc3ccccc3)CC2)o1 (configuration not stated)	-7	-5	-4	-6	7	7	3	0	5	5	13
O=C(Nc1ccc(Br)cc1F)c1ccc2nsnc2c1	-6	-60	-1	-24	-18	-121	3	-232	-2	2	-272
COCCn1c(C23CC4CC(CC(C4)C2)C3)n[nH]c1=S	-7	9	1	-1	-9	-4	4	10	0	5	15
COc1ccc(CNC(=O)CCN2C(=O)[C@@H]3Cc4ccccc4CN3C2=O)cc1	-5	3	3	-3	-15	-8	5	-4	0	5	-16
Cc1ccc(S(=O)(=O)N2CCN(C(=O)COC(=O)CCOc3ccc(C(C)(C)C)cc3)CC2)cc1	-5	20	12	-15	9	11	-3	13	2	·	23
Cc1sc(NC(=O)C2CC(Cl)=CCC2C(=O)O)c(C#N)c1C (configuration not stated)	-2	11	0	-8	-2	10	5	23	-4	0	14
CC1CN(c2ccc([N+](=O)[O-])cc2C#N)CC(C)O1 (configuration not stated)	9	-13	6	-13	-8	-3	6	11	5	-3	3
N#Cc1ccccc1C[C@H](N)C(=O)NC[C@H]1O[C@@H](n2cnc3c(N)ncnc32)[C@H](O)[C@@H]1O	-3	-1	1	3	-3	·	·	13	·	1	7
Oc1ccccc1Oc1ncc(Br)c(Cl)n1	-2	3	-3	-12	-4	-7	5	0	-3	2	3
Cc1ccc(S(=O)(=O)N2CCOCC2)cc1C(=O)OC1CCOC1=O (configuration not stated)	-6	-5	4	2	5	3	-2	-2	·	-1	-1
O=C(NCCCn1ccnc1)c1cc(C(=O)C2CCCCC2)c[nH]1	-6	0	-1	9	19	-4	-1	19	2	5	21
COc1ccc(CCNC(=O)COc2coc(CN3c4ccccc4CC3C)cc2=O)cc1OC (configuration not stated)	-4	27	8	14	20	23	-2	12	-1	-3	8
CCCCNC(=O)CNC(=S)N(Cc1ccccc1F)C1CCCCC1	-3	-2	0	8	-16	4	-1	13	-5	-7	19
O=c1[nH]c(SCc2ccccc2F)nc2ccccc12	-6	2	-8	-29	11	-5	4	-23	7	-4	33

From PubChem BioAssay
